# CSN deneddyl inh – inhibitors of CSN-mediated cullin deneddylation, primary screen, biochemical, fluorescence polarization, uHTS. COP9 signalosome complex subunit 5 (Homo sapiens), Q92905. Purified CSN, SCF-Nedd8-OG deneddylation. inhibition, % at 12.5 µM. hit rate 0.38% among 360,000;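 active = pattern-corrected inhibition above about 35%, with an unprinted fluorescence ratio check between 0.5 and 1.5, limit read from the data, passing the limit was not always enough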;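 also: 0% = enzyme with substrate and 100% = substrate without enzyme; some results filed as inactive read as strong as hits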
# Target sequence (Q92905 whole entry, looked up, one chain of several): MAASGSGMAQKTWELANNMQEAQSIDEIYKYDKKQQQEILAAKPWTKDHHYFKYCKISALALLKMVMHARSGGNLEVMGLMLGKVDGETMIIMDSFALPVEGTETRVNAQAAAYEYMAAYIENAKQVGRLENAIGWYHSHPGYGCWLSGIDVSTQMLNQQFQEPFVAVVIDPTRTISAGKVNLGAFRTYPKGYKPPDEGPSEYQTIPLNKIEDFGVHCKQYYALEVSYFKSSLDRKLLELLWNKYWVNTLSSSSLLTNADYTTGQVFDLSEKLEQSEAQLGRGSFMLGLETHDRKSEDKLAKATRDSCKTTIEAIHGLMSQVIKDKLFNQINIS
#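 assay system = purified human Csn5 enzyme expressed in HEK293T cells | amount = 0.24 nM enzyme | buffer or medium = Tris/NaCl/DTT buffer, pH 7.5 | reagent = 10 nM SCFSkp2-Nedd8OG | compound = one concentration, 12.5 µM, 0.25% DMSO | times = 90 min reaction at room temperature | signal = FP | read-out basis = % inhibition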
# NadD inh – inhibitors of S. aureus NadD, primary screen, biochemical, colorimetric, uHTS; hit rate 0.78% among 360,000; inhibition, % at 20 µM; purified NadD enzyme, colorimetric absorbance read-out; Nicotinate-nucleotide adenylyltransferase NadD (Staphylococcus aureus N315); in the data active = inhibition above about 26%; also: some compounds past the cut are filed as inactive
# FAS TE block – FAS thioesterase domain inhibitors, primary screen, biochemical, fluorescence intensity, uHTS | Fatty acid synthase (Homo sapiens), P49327 | recombinant FAS-TE, OMFH fluorogenic substrate, fluorescence endpoint | hit rate 0.67% among 360,000 | inhibition, % at 15 µM;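 active = compounds whose normalised, plate-corrected inhibition of enzyme fluorescence in the single-dose primary screen is 50% or more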;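 also: 0% = DMSO with enzyme and 100% = substrate without enzyme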
# Neddyl block – inhibitors of cullin neddylation, primary screen, biochemical, TR-FRET, uHTS, NAE and Ubc12; NEDD8-conjugating enzyme Ubc12 (Homo sapiens) + NEDD8-activating enzyme E1 regulatory …; calls only at 25 µM; hit rate 0.58% among 360,000; in the data active = inhibition above about 36%
# Target sequence (P61081 whole entry, looked up): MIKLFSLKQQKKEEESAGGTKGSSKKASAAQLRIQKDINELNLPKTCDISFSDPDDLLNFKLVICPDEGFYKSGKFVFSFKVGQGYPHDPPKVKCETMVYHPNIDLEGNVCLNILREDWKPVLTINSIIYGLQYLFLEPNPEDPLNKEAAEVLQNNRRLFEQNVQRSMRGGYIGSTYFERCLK
# Target sequence (Q13564 whole entry, looked up): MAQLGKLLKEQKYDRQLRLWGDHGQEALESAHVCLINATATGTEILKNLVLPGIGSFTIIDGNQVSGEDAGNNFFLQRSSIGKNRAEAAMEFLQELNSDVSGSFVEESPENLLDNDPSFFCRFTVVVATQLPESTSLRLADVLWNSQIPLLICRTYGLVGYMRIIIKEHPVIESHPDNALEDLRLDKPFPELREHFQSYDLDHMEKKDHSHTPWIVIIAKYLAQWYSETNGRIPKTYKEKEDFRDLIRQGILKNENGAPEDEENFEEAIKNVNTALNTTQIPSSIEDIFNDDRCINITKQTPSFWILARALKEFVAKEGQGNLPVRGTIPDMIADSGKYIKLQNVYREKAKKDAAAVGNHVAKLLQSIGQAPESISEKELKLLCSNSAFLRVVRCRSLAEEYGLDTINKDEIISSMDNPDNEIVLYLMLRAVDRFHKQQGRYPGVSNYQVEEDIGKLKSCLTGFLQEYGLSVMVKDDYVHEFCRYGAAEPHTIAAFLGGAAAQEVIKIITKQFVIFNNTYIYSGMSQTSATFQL
# SKN-1 inh – suppressors of acrylamide-induced Pgst-4::GFP reporter in worms, primary screen, SKN-1 inhibitor project, whole organism, uHTS, GFP/RFP fluorescence ratio, strain VP596; inhibition, % at 21.8 µM; C. elegans VP596 Pgst-4::GFP/RFP ratio, 24 h; hit rate 0.49% among 360,000;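 active = interference check ratio from 0.5 to 1.5 plus GFP to RFP signal ratio inhibition reaching or exceeding a fixed threshold, cut at about 30% in these data, passing the limit was not always enough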; also: some compounds called inactive have numbers as strong as hits
# Rin1 Abl inh – inhibitors of Rin1-Abl protein binding, primary screen, biochemical, TR-FRET. Tyrosine-protein kinase ABL1 (Homo sapiens) + Ras and Rab interactor 1 (Homo sapiens), …. AID 588664, 2011. hit rate 0.4% among 360,000. inhibition, % at 7.35 µM; in the data active = inhibition above about 5%, passing the limit was not always enough
# Rpn11 block – Rpn11 (PSMD14) deubiquitinase inhibitors, primary screen, biochemical, fluorescence polarization, uHTS; 26S proteasome non-ATPase regulatory subunit 14 (Homo sapiens), O00487; human 26S proteasome, Ub4-pepOG fluorescence polarization; 20S core pre-blocked with epoxomicin; calls only at 20 µM; hit rate 0.59% among 360,000; AID 588493, 2011;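 active = inhibition at 20 µM, scaled to each plate's controls, above about 33%, limit read from the data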
# MT1-MMP act inh – blockers of MT1-MMP proenzyme processing, primary screen, HT1080 RFP-PRO-GFP cells, GFP/RFP fluorescence; Matrix metalloproteinase-14 (Homo sapiens), P50281; GFP/RFP ratio fluorescence, overnight; percent of plate control window, DMSO zero; GFP/RFP ratio change, % at 20 µM; hit rate 0.061% among 360,000; AID 651647, 2012;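 active = GFP/RFP ratio change of at least 30% with cell ATP level not reduced by more than half and red fluorescence within 50% of control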; also: strong numbers were not always called active
#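 Assay system: RFP-PRO-GFP reporter HT1080 cells; read-out basis: GFP/RFP fluorescence ratio; benchmarks: DMSO wells and RFP-L50D-GFP cells; doses: 20 µM single dose, 1% DMSO; schedule: overnight cell settling, then overnight compound exposure, 37 °C, 5% CO2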
# MLLE-PAM2 inh – inhibitors of PABP1 MLLE–PAM2 peptide binding, primary screen, biochemical, fluorescence polarization, FITC-PAM2, GST-MLLE | Polyadenylate-binding protein 1 (Homo sapiens), P11940 | inhibition, % at 20 µM | hit rate 0.36% among 360,000 | AID 588489, 2011; in the data active = inhibition above about 35%, passing the limit was not always enough;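 also: plate controls were DMSO wells with GST-MLLE for no effect and wells lacking GST-MLLE protein for full effect; some results filed as inactive read as strong as hits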
# Starred values were filed as active, the others as inactive; i = inactive; . = no result given; + = active, no number.
SMILES,CSN deneddyl inh,NadD inh,FAS TE block,Neddyl block,SKN-1 inh,Rin1 Abl inh,Rpn11 block,MT1-MMP act inh,MLLE-PAM2 inh
C[C@H]1CN([C@@H](C)CO)C(=O)CCCn2nncc2CO[C@@H]1CN(C)C(=O)c1ccccc1,-0.5,-5.1,-12.6,i,-0.4,-1.6,i,1.8,-6.8
COC(=O)C1=C(C)N(c2ccc(OC)cc2)C(C)=C(C(=O)OC)C1c1ccccc1,1.5,-2.9,26.3,i,3.6,3.3,i,-4.5,11.8
c1coc(-c2ccnc(-c3ccncc3)n2)c1,-3.9,-3.1,-2.0,i,9.4,-6.9,i,-5.9,0.3
Cc1cccn2c(/C=N/OCc3ccc(F)cc3)c(-c3ccc(Cl)cc3)nc12,0.1,15.7,18.4,i,3.7,1.0,i,-8.7,-8.8
O=C1NN(c2ccccc2)C(=O)/C1=C\c1ccccc1,-0.7,5.0,-7.0,i,1.1,0.9,i,-4.4,12.9
COc1ccc(NC(=O)C2(C)Cc3c(-c4cccc(C(F)(F)F)c4)ccnc3O2)cn1 (configuration not stated),2.1,-0.8,17.8,i,4.5,-1.0,i,6.8,-8.8
CC1CC(C)CN(C(=O)COc2cccnc2[N+](=O)[O-])C1 (configuration not stated),7.7,0.4,-5.0,i,-0.1,3.5,i,-2.0,-7.0
COc1ccc(-c2c(C#N)c(SCc3c(C)noc3C)nc3c2C(=O)CC(C)(C)C3)cc1,0.6,15.1,33.1,i,12.4,7.6,i,2.1,0.3
Cc1cc(C(=O)CCC(=O)N2CCN(S(=O)(=O)c3cccs3)CC2)c(C)s1,-2.9,0.2,-7.2,i,-21.0,5.2,i,-6.8,22.2
CCCC(=O)Nc1cc(C(=O)O)ccc1S(=O)(=O)c1ccc(C)cc1,0.1,-2.5,-12.0,i,0.1,0.0,i,-4.0,9.6
COc1ccc(C(=O)N/N=C/c2ccc(N3CCOCC3)o2)cc1OC,0.1,7.9,-5.5,i,2.6,2.9,i,1.4,15.3
NS(=O)(=O)c1cccc(NC(=O)CN2CCc3ccccc32)c1,-0.7,37.7*,1.9,i,7.6,0.8,i,-3.0,-2.6
CC(C)CC(=O)C1=C(O)C(=O)N(Cc2ccccc2)C1c1ccccc1 (configuration not stated),2.5,0.4,-1.2,i,-1.6,1.0,i,-5.4,7.3
O=C(CSc1nccn1-c1ncc(C(F)(F)F)cc1Cl)c1ccc(Cl)cc1,8.7,-4.4,14.0,i,24.5,-1.0,i,1.6,-33.8
CN(C)S(=O)(=O)c1cccc(NC(=S)N/N=C/c2ccco2)c1,3.3,-6.4,-2.5,i,0.9,-5.8,i,1.0,16.5
CCOc1ccc(NS(=O)(=O)c2ccc(OC)c(C)c2)cc1,-2.1,-7.0,11.4,i,-0.2,0.3,i,1.7,12.9
Cc1onc(-c2ccccc2)c1C(=O)N1CCN(S(=O)(=O)c2ccccc2Br)CC1,1.3,-5.3,3.7,i,-8.3,5.9,i,-1.5,-24.1
Cc1nn2c3ccccc3nc2c2ccccc12,5.1,-2.0,-0.2,.,-6.4,-3.3,i,8.0,5.5
CN=C(Nc1cccc(S(=O)(=O)N2CCOCC2)c1)c1ccccc1,-3.9,1.8,-4.2,i,-0.7,3.8,i,-1.1,9.3
CC(Cc1cccs1)NC(=S)Nc1ccc(Cl)cc1 (configuration not stated),0.9,-2.0,15.0,i,-1.1,4.7,i,6.6,-12.3
CCN(CC)CCC(c1ccc(OC)cc1)c1c(O)cc(OC)cc1OC (configuration not stated),1.1,-9.1,-6.7,i,-4.0,-0.2,i,1.5,8.4
O=S(=O)(c1ccc(Br)s1)N1CCN(CCc2ccccc2)CC1,2.2,-6.9,24.1,i,6.0,0.8,i,-2.2,-6.4
COc1ccc(-c2nnc3n2CCCCC3)cc1OC,-4.5,-0.8,-4.1,i,19.9,3.0,i,-2.8,4.3
CS(=O)(=O)Nc1cccc(NC(=O)C2Cc3c(-c4ccco4)ccnc3O2)c1 (configuration not stated),0.1,-1.0,2.9,i,15.5,-0.7,i,-11.1,-15.1
CC(C)c1csc(CN2CCC(N3CCC(C(=O)NCC4CCCO4)CC3)CC2)n1 (configuration not stated),-3.9,1.9,-4.3,i,-12.7,0.0,i,2.9,-1.0
CS(=O)(=O)N(CC(=O)Nc1ccc2c(c1)OCCO2)c1ccc2c(c1)OCO2,-0.1,1.4,-7.2,i,-2.0,-2.7,+,-6.4,-3.2
CCOC(=O)C(NC(C)=O)(Nc1cccc(F)c1)C(F)(F)F (configuration not stated),3.0,4.4,-4.4,i,25.4,4.9,i,2.3,0.4
CC1(C)CC2CC(C)(CN2c2ncnc3ccccc23)C1 (configuration not stated),-1.3,2.9,2.1,i,18.6,-1.5,i,-2.4,-4.4
S=c1[nH]ccn1CCc1ccccc1,5.4,2.6,-4.0,i,-17.6,-3.1,i,4.9,-20.1
CCOCCCNC(=O)c1c[nH]c2cc(C)ccc2c1=O,-3.8,-1.9,0.3,i,-33.3,0.3,i,2.0,16.3
Cn1c(=O)c2c(ncn2CC(=O)OCC(=O)NCc2ccccc2Cl)n(C)c1=O,4.6,-5.0,-10.6,i,13.2,1.4,i,-3.7,-6.9
O=C1CCCN1CCCNS(=O)(=O)c1ccccc1,-5.8,1.4,-7.2,i,25.5,1.7,i,-1.6,-1.3
CN(C(=O)c1ccc2c(Cl)c3c(nc2c1)CCC3)c1ccccc1,3.6,7.4,3.0,i,-7.6,0.5,i,-2.7,-0.5
CCOC(=O)N1CCC(NS(=O)(=O)c2ccc(NC(C)=O)c(Cl)c2)CC1,-2.1,-0.2,-8.3,i,8.0,2.9,i,-0.6,-0.4
CCCCn1cnc2c(SCc3ccccc3)nc(N)nc21,1.4,0.7,-1.8,i,9.0,4.3,i,-0.2,1.5
Cc1cccc(C)c1NC(=O)COC(=O)CNC(=O)C1CCCCC1,-3.7,-1.8,-3.2,i,12.4,3.4,i,1.4,13.6
COc1ccc(NC(=O)c2sc3nc(N4CCCC4)c4c(c3c2N)CC(C)(C)OC4)cc1,3.2,25.7,24.8,i,4.7,-1.8,i,-3.1,2.3
Cc1ccc(NC(=O)c2sc3ncn(CC(=O)N4CCOCC4)c(=O)c3c2C)c(Br)c1,0.5,-2.9,-4.5,i,2.6,-0.1,i,-4.0,6.7
Cc1cccc(-n2nnnc2SCC(=O)NCCN2C(=O)CSC2=O)c1,1.3,3.3,-10.2,i,-2.1,-2.2,i,7.3,-6.7
Cc1ccc(CN2[C@@H](CC(C)C)COCCS2(=O)=O)cc1,1.7,-2.4,-0.1,i,15.6,2.1,i,0.9,1.2

# Profiles, quoted from the list.
# CC(C)CC(=O)C1=C(O)C(=O)N(Cc2ccccc2)C1c1ccccc1 (configuration not stated) is entered as CSN deneddyl inh: 2.5; NadD inh: 0.4; FAS TE block: -1.2; Neddyl block: i; SKN-1 inh: -1.6; Rin1 Abl inh: 1.0; Rpn11 block: i; MT1-MMP act inh: -5.4; MLLE-PAM2 inh: 7.3
# Cc1cccc(-n2nnnc2SCC(=O)NCCN2C(=O)CSC2=O)c1 is entered as CSN deneddyl inh: 1.3; NadD inh: 3.3; FAS TE block: -10.2; Neddyl block: i; SKN-1 inh: -2.1; Rin1 Abl inh: -2.2; Rpn11 block: i; MT1-MMP act inh: 7.3; MLLE-PAM2 inh: -6.7

# (further entries)
SMILES,CSN deneddyl inh,NadD inh,FAS TE block,Neddyl block,SKN-1 inh,Rin1 Abl inh,Rpn11 block,MT1-MMP act inh,MLLE-PAM2 inh
O=C(N1CCOCC1)N1CCN(S(=O)(=O)c2ccc(Cl)cc2)CC1,-3.4,2.2,-3.6,i,24.3,-0.7,i,-1.9,5.6
O=C1NC(=S)N/C1=C\c1ccc(N2CCOCC2)cc1,7.1,1.2,-8.7,i,14.7,-0.2,i,-6.7,-47.2
O=C(NCc1ccco1)c1sc2cccc(F)c2c1Cl,2.6,-0.1,9.0,i,8.9,-3.8,i,6.5,15.2
COc1cc(-n2c(C)nc3cc(C(=O)NCC4CCCO4)ccc32)cc(OC)c1OC (configuration not stated),-0.2,-2.5,2.6,i,7.9,-0.2,i,1.0,-1.6
CC(=O)Nc1ccccc1NC(=O)c1ccc2c(c1)OCO2,5.1,-8.8,-4.9,i,1.2,-0.1,i,1.5,-15.2
CCNC(=O)C1(C)CCN1CCC(=O)c1ccc(Br)cc1 (configuration not stated),-1.1,-0.1,-10.1,i,-16.6,-2.9,i,1.2,-5.0
O=C(Nc1cccc(-c2cnc3ccccc3n2)c1)c1ccco1,2.0,4.2,8.4,i,-3.8,-3.8,i,5.3,-1.3
CC1CC1C(=O)Nc1nc(-c2ccc(Cl)s2)cs1 (configuration not stated),0.5,-2.7,20.8,i,30.4,0.5,i,3.7,10.8
O=C(Nc1ccc(OCC(=O)N2CCOCC2)cc1)c1ccccc1Cl,1.2,2.3,-5.7,i,-5.0,2.6,i,3.5,7.3
CC1CCN(CCCNC(=O)C2CCCN(c3ncnc4c3nc3n4CCCCC3)C2)CC1 (configuration not stated),2.8,4.4,-3.0,i,-7.2,3.2,i,-2.2,0.8
OC(COc1ccc(OCC(O)CN2CCN(Cc3ccccc3)CC2)cc1)CN1CCN(Cc2ccccc2)CC1 (configuration not stated),-4.2,-5.6,-2.8,i,17.3,-2.1,i,5.8,7.5
O=C(Nc1cccc(Cl)c1)Nc1nnc([C@H]2C[C@H](O)[C@@H](CO)O2)s1,3.8,0.7,-6.1,i,16.1,0.7,i,-6.7,4.5
CCCc1c(O)nc(SCC(=O)NCc2ccco2)[nH]c1=O,2.0,3.4,-6.0,i,9.7,3.9,i,1.6,23.9
CCc1ccc([C@H]2[C@@H]3C(=O)C[C@@H]4C(=O)NC(=O)[C@@H]4[C@@H]3CN2S(=O)(=O)c2ccc(C)cc2)cc1,-3.8,-5.4,-2.7,i,9.4,4.3,i,2.2,8.3
O=C(NC1CCCCC1)C(=O)c1c[nH]c2ccccc12,0.2,-9.1,-1.1,i,9.2,-2.2,i,-1.3,3.0
CCC1(C)Cc2nc3[nH]c(=S)n(-c4ccc(C)cc4)c(=O)c3cc2CO1 (configuration not stated),-2.0,3.5,-10.8,i,-1.3,-1.5,i,-2.0,28.9
CC(C)(C)Nc1nc(OCC(F)(F)F)nc(OCC(F)(F)F)n1,5.6,-4.3,1.6,i,12.3,-2.6,i,5.8,2.2
CCOC(=O)C1=C(COC(=O)c2cc(S(=O)(=O)N3CCOCC3)ccc2F)NC(=O)NC1C (configuration not stated),1.4,4.7,-0.3,i,-14.2,3.4,i,-3.8,5.9
CN1CCN(C(=O)c2cccn(Cc3ccc(C(F)(F)F)cc3)c2=O)CC1,4.5,-2.8,-6.0,i,-6.3,0.0,i,1.8,11.2

# Bioassay records from PubChem BioAssay.
